NadD inh – NadD (S. aureus) enzyme inhibition; 360,000 tested, 0.78% active; inhibition, % at 20 µM; purified NadD enzyme, colorimetric absorbance read-out; in the data active = inhibition above about 26%; note: some compounds past the cut are filed as inactive
SUMO1-SIM PPI – alters human SUMO1 binding to SIM partners. inhibition, % at 20 µM. SUMO1 binding to a labelled peptide, TR-FRET, 1 h. P63165. AID 602429. 360,000 tested, 0.33% active; in the data active = inhibition above about 37%
Target sequence (P63165 whole entry, looked up): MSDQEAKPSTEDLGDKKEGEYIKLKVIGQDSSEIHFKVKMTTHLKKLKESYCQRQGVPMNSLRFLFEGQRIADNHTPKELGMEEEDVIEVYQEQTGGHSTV
LMPTP inh – LMPTP (human) inhibition | recombinant LMPTP-A, OMFP fluorogenic substrate, fluorescence intensity | inhibition, % at 20 µM | P24666 | AID 651560 | 360,000 tested, 0.22% active;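 active = compounds that cut the enzyme signal by at least half of the control window in the single-dose screen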;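 note: plate controls were DMSO wells with enzyme plus substrate for no effect and substrate without enzyme for full effect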
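Test system – LMPTP-A phosphatase enzyme · Quantity – 0.625 nM LMPTP-A final · Reagent – OMFP substrate, 400 µM final · Dosing – one test concentration per compound, 20 µM, with 3% DMSO overall · Timing – 50 min enzyme reaction at room temperature, protected from light · Detection – fluorescence intensity · Controls – substrate-only low control, DMSO enzyme-plus-substrate high control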
Scp1 inh – blocks human Scp-1 phosphatase activity | Q9GZU7 | Recombinant Scp1, phosphopeptide, malachite green phosphate absorbance | inhibition, % at 20 µM | 340,000 tested, 0.88% active | AID 493091;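 active = inhibition above about 50% at 20 µM, limit read from the data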;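 note: plate controls were DMSO wells with enzyme for no effect and wells lacking enzyme for full effect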
Target sequence (Q9GZU7 76-261 limits assumed): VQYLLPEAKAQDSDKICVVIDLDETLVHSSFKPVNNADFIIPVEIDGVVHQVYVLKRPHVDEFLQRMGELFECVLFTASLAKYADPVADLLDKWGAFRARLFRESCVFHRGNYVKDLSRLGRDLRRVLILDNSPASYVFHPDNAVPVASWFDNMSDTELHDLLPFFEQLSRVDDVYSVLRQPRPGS
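System: truncated SCP-1 phosphatase (76-261aa); medium: Tris acetate buffer pH 5.5 with MgCl2 and Tween-20; incubation: 45 min room-temperature reaction, 5 min colour, 30 min stabiliser; compound: single 20 µM dose, 1% DMSO; reagent: Phosphorylated 17-residue peptide substrate; read-out: % inhibition at 20 µM; technique: colorimetric free-phosphate detection, absorbance 630 nm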
STEP block – blocks human striatal-enriched tyrosine phosphatase | recombinant STEP, OMFP fluorogenic substrate, fluorescence | 360,000 tested, 0.25% active | inhibition, % at 20 µM;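 active = inhibition at 20 µM, scaled per plate between control wells, above about 37%, limit read from the data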;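 note: 0% = DMSO with enzyme and substrate and 100% = substrate only without enzyme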
Target sequence (P54829 whole entry, looked up): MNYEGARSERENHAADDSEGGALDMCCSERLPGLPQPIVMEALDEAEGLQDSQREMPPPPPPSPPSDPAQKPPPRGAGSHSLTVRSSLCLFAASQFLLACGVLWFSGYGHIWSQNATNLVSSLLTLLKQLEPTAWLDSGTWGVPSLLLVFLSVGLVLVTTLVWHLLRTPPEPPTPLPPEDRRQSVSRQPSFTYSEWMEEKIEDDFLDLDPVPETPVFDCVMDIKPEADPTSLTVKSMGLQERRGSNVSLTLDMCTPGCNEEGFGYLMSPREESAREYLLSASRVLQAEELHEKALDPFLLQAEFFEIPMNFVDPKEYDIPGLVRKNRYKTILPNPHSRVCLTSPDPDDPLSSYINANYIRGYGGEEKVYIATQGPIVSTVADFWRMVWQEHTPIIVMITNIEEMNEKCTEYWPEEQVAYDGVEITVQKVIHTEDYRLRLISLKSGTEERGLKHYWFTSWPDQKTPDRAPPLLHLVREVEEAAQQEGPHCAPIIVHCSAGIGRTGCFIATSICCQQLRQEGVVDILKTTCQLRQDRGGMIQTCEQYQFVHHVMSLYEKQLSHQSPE
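Assay system: isolated STEP enzyme / Timing: 20 min at room temperature, dark / Doses: 20 µM, 1% DMSO / Technique: fluorescence intensity, excitation 480 nm, emission 540 nm / Reagent: fluorogenic phosphatase substrate OMFP at 25 µM final / Measure: percent inhibition scaled to no-enzyme and uninhibited-enzyme controls, plate-pattern corrected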
CendR NRP1 mod – alters CendR peptide binding to human NRP-1; O14786; FAM-RPARPAR peptide binding to NRP-1, fluorescence polarization; inhibition, % at 25 µM; 360,000 tested, 0.85% active; AID 602438;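 active = inhibition or corrected inhibition above about 18%, plus a signal ratio from 0.5 to 1.5, limit read from the data, passing the limit was not always enough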; note: strong numbers were not always called active
Neddyl block – blocks human cullin neddylation. P61081+Q13564. calls only at 25 µM. AID 651699. 360,000 tested, 0.58% active. TR-FRET cullin neddylation, biochemical; in the data active = inhibition above about 36%
DNMT1 inh – inhibitors of human DNMT1. P26358. DNMT1 molecular beacon, Hinp1I cleavage, fluorescence. inhibition (reported as % activation of signal), % at 10 µM. 360,000 tested, 0.83% active. AID 588458; in the data active = inhibition above about 50%
TbMetRS inhib – blocks T. brucei methionyl-tRNA synthetase activity; purified T. brucei MetRS, ATP depletion, Kinase-Glo luminescence; inhibition, % at 11.9 µM; 360,000 tested, 0.4% active; AID 624268;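 active = inhibition above a per-plate cutoff of the control wells' mean inhibition plus 3 SD, cut at about 5.5% in these data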;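 note: 0% = DMSO wells median and 100% = median of wells with control inhibitor compound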
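System: purified T. brucei MetRS enzyme / Detection: Kinase-Glo luciferase luminescence reporting remaining unconsumed ATP / Medium: HEPES buffer with MgCl2, KCl, DTT, spermine, BSA, pyrophosphatase / Replication: singlicate, one well per compound / Evaluation: percent inhibition relative to median high and low control wells / Schedule: 2 h aminoacylation at 25 °C after 15 min preincubation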
SKN-1 inh – inhibitors of C. elegans SKN-1 | inhibition, % at 21.8 µM | C. elegans VP596 Pgst-4::GFP/RFP ratio, acrylamide-induced, 24 h | 360,000 tested, 0.49% active;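 active = interference check ratio from 0.5 to 1.5 plus GFP to RFP signal ratio inhibition reaching or exceeding a fixed threshold, cut at about 30% in these data, passing the limit was not always enough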; note: some compounds called inactive have numbers as strong as hits
Numbers without * were called inactive; i = inactive; nt = no result given; + = active, no number.

nr	NadD inh	SUMO1-SIM PPI	LMPTP inh	Scp1 inh	STEP block	CendR NRP1 mod	Neddyl block	DNMT1 inh	TbMetRS inhib	SKN-1 inh	compound
1	-3	-3	-0.2	-4	-2	9	i	0	-0.3	16	O=C(NNC(=S)NC1CC2C=CC1C2)c1cccnc1 (centres undefined)
2	11	1	1.3	19	8	3	i	6	-1.3	10	Fc1cccc(CO/N=C/c2c(-c3ccccc3)nc3ccc(Cl)cn23)c1
3	9	5	1.7	7	-3	-4	i	-2	-0.1	-10	O=C(CCc1nnc2ccc(NCc3ccco3)nn12)N1CCN(c2ccccc2F)CC1
4	-2	2	1.6	-8	2	-12	i	-3	-0.6	6	Cc1ccccc1C(=O)NC(=S)Nc1ccccc1C(F)(F)F
5	12	5	1.7	-3	4	-2	i	30	0.2	4	CCN(CCCNC(=O)Cn1ncc2c([nH]c3ccc(C)cc32)c1=O)c1ccccc1
6	-2	0	-0.3	-7	-4	6	i	0	-0.3	16	COc1ccc(C)cc1NC(=O)CCCNC(=O)Cn1cnc2sc(C)c(C)c2c1=O
7	-2	8	26	-5	6	-9	i	3	0.2	8	COc1ccc(C(=O)NC(=S)Nc2ccc3oc(=O)ccc3c2)cc1[N+](=O)[O-]
8	-5	4	-1.9	-9	-2	-4	i	3	0.2	-17	Cc1nc2sccn2c(=O)c1S(=O)(=O)N1CCN(c2ccc(F)cc2)CC1
9	7	-13	6.5	7	-14	136	i	-4	-0.4	3	COc1ccc(OC)c(/C=C2\SC(=S)N(Cc3cccnc3)C2=O)c1
10	-2	-5	-0.9	2	-1	-1	i	1	0.0	0	CCOC(=O)C1CCN(C(=O)Nc2ccc3snnc3c2)CC1
11	15	44*	9.5	76*	-17	42	i	67*	-1.2	37	CCOC(=O)N1CCN(c2cc(NCCC(=O)O)c3c4c(onc24)-c2ccccc2C3=O)CC1
12	2	-18	3.6	-15	-1	-1	i	6	-0.8	-16	Cc1ccccc1OCCCN1C(=O)C(=O)c2cccc(C)c21
13	6	-6	1.0	-4	0	-4	i	7	-0.4	2	CCOC(=O)c1c(NC(=O)c2cccs2)sc2c1CCC2
14	10	1	-0.4	-2	-1	9	i	-6	-0.5	-8	CN(c1ccccc1)S(=O)(=O)c1cccc(NC(=O)Cc2n[nH]c(=O)c3ccccc23)c1
15	3	-9	3.4	1	5	-1	i	25	-0.7	23	Cc1nc2cc(NCc3nc4ccccc4n3Cc3ccccc3)ccc2n1C
16	0	4	-0.3	-16	0	8	i	-5	0.0	12	O=C(Nc1ccc(Cl)c(Cl)c1)N1CCSC1c1ccco1 (centres undefined)
17	0	4	-1.0	-8	0	-11	i	-3	0.5	8	CC1CCCC(C)N1C(=O)COC(=O)CNC(=O)c1ccc(Cl)cc1Cl (centres undefined)
18	-5	1	-2.5	nt	-1	-10	i	4	-0.3	21	CC1(C)C(C(N)=O)C(=O)NC(=O)C1C(N)=O (centres undefined)
19	-4	0	-1.9	-8	-3	-3	i	4	-0.6	-4	O=C(NCc1ccc(F)cc1)C1CCCN1C(=O)NCc1ccccc1 (centres undefined)
20	nt	-16	2.6	nt	nt	10	i	nt	-0.8	2	Cc1cccc(C)c1NC(=O)C(c1ccccc1)n1c(=O)c(-c2ccccc2)nc2ccccc21 (centres undefined)
21	-5	2	-0.6	-1	21	-16	i	-3	0.1	1	COc1ccc(NC(=S)N(CCCN2CCOCC2)Cc2cn(C)c3ccccc23)cc1OC
22	3	0	-1.1	2	0	14	i	1	0.1	16	COc1ccccc1CNC(=O)c1ccccc1NS(C)(=O)=O
23	0	-27	0.3	-8	3	14	i	-1	0.0	2	C(=Cc1cccnc1)c1ccncc1
24	-6	2	-2.1	-3	0	2	i	0	-0.7	3	Cc1cccc(NC(=O)CCCCC(=O)Nc2cccc(C)c2)c1
25	nt	2	-0.4	nt	nt	6	i	nt	-0.2	9	COC(=O)C[C@@H]1CC[C@H](NC(=O)Nc2cccc(F)c2)[C@@H](CO)O1

Part of the list above, as labelled records.
7. COc1ccc(C(=O)NC(=S)Nc2ccc3oc(=O)ccc3c2)cc1[N+](=O)[O-]
  NadD inh = -2	SUMO1-SIM PPI = 8	LMPTP inh = 26	Scp1 inh = -5	STEP block = 6	CendR NRP1 mod = -9	Neddyl block = i	DNMT1 inh = 3	TbMetRS inhib = 0.2	SKN-1 inh = 8
24. Cc1cccc(NC(=O)CCCCC(=O)Nc2cccc(C)c2)c1
  NadD inh = -6	SUMO1-SIM PPI = 2	LMPTP inh = -2.1	Scp1 inh = -3	STEP block = 0	CendR NRP1 mod = 2	Neddyl block = i	DNMT1 inh = 0	TbMetRS inhib = -0.7	SKN-1 inh = 3

Back to the main list, starting two compounds before the break.
nr	NadD inh	SUMO1-SIM PPI	LMPTP inh	Scp1 inh	STEP block	CendR NRP1 mod	Neddyl block	DNMT1 inh	TbMetRS inhib	SKN-1 inh	compound
24	-6	2	-2.1	-3	0	2	i	0	-0.7	3	Cc1cccc(NC(=O)CCCCC(=O)Nc2cccc(C)c2)c1
25	nt	2	-0.4	nt	nt	6	i	nt	-0.2	9	COC(=O)C[C@@H]1CC[C@H](NC(=O)Nc2cccc(F)c2)[C@@H](CO)O1
26	42*	0	2.5	2	3	-18	i	69*	-0.2	0	NC(CSC(c1ccccc1)(c1ccccc1)c1cccc2ccccc12)C(=O)O (centres undefined)
27	-2	6	0.0	0	0	-4	i	3	-0.4	19	COc1cc(=O)[nH]c(SCc2c(F)c(F)c(F)c(F)c2F)n1
28	27	5	3.1	-1	4	-16	i	-42	-0.2	14	COc1cccc(Nc2nc(-c3sc(NC(=O)c4ccccc4)nc3C)cs2)c1
29	-2	-1	0.3	-13	2	-10	i	3	0.1	3	O=C(c1ccc2c(c1)N(Cc1ccccc1F)C(=O)c1ccccc1S2(=O)=O)N1CCCC1
30	-7	-1	0.1	-2	2	3	i	-5	-1.2	-3	COc1ccc(C(=O)NC(=S)Nc2ccc3c(c2)Cc2ccccc2-3)cc1
31	5	-2	0.5	nt	0	-5	i	2	-0.5	15	O=C(CCNS(=O)(=O)c1ccc(Br)cc1)NCC(c1cccs1)N1CCOCC1 (centres undefined)
32	-7	1	-0.9	-8	-5	-4	i	3	-0.3	11	CC(C)OP(=O)(c1ccc(N(C)C)cc1)C(Nc1ccccc1)c1cccnc1 (centres undefined)
33	12	-7	0.9	-5	2	-16	i	-11	-0.4	-7	CCCC(Oc1ccc(Br)cc1)c1nc2c3cc(OC)c(OC)cc3nc(=S)n2[nH]1 (centres undefined)
34	-8	-3	-0.9	-2	2	6	i	-2	-0.1	-5	O=C(CNCCc1ccc(Cl)cc1)Nc1ccc(C(=O)N2CCCCC2)cc1
35	1	-1	2.9	1	4	12	i	13	0.0	7	Cc1nc(-c2cc(C#N)c(Sc3cccc(C(F)(F)F)c3)nc2C)cs1
36	-4	5	-0.2	4	-2	10	i	1	-0.9	-21	O=C(NN=C1CCCC1)c1cccc(O)c1
37	2	0	0.3	5	2	-11	i	7	-1.6	-1	Cc1ccc(-c2nc(N3CCOCC3)sc2C(=O)N2CCOCC2)cc1
38	-6	8	0.3	-1	0	-1	i	0	-0.8	7	CCC(C(=O)NC1CCCC1)N(C(=O)Cn1nnc(-c2ccc(C)o2)n1)c1ccccc1OC (centres undefined)
39	10	0	2.5	-1	4	-26	+	6	-0.3	12	CC(C)CN(C(=O)COC(=O)c1ccccc1NCc1ccco1)c1c(N)n(Cc2ccccc2)c(=O)[nH]c1=O
40	-4	0	-0.1	-10	2	8	i	1	-0.2	7	O=C(CC(=O)Nc1nc(C23CC4CC(CC(C4)C2)C3)cs1)NCCO
41	-1	4	-0.9	-8	-2	-3	i	-1	-0.5	3	CCOc1ccccc1C1N(c2ccc(OC)cc2)C(=O)C2CCCN21 (centres undefined)
42	2	-2	-1.2	-9	0	-2	i	2	0.0	-8	CC(C(=O)Nc1ccc(S(=O)(=O)N2CCCC2)cc1)N1CCN(C(=O)c2ccco2)CC1 (centres undefined)
43	3	-1	-1.0	nt	-3	0	i	2	-0.4	-7	CC1(C(=O)NCc2cccs2)CCN1CCc1ccccc1 (centres undefined)
44	-7	-4	1.8	-3	-3	-1	nt	16	0.9	11	Cc1c(OCC(=O)NC2CC(C)(C)NC(C)(C)C2)ccc2c1oc(=O)c1ccccc12

Exported bar-delimited: 7 of the compounds above.
no. | smiles | NadD inh | SUMO1-SIM PPI | LMPTP inh | Scp1 inh | STEP block | CendR NRP1 mod | Neddyl block | DNMT1 inh | TbMetRS inhib | SKN-1 inh
21 | COc1ccc(NC(=S)N(CCCN2CCOCC2)Cc2cn(C)c3ccccc23)cc1OC | -5 | 2 | -0.6 | -1 | 21 | -16 | i | -3 | 0.1 | 1
22 | COc1ccccc1CNC(=O)c1ccccc1NS(C)(=O)=O | 3 | 0 | -1.1 | 2 | 0 | 14 | i | 1 | 0.1 | 16
23 | C(=Cc1cccnc1)c1ccncc1 | 0 | -27 | 0.3 | -8 | 3 | 14 | i | -1 | 0.0 | 2
24 | Cc1cccc(NC(=O)CCCCC(=O)Nc2cccc(C)c2)c1 | -6 | 2 | -2.1 | -3 | 0 | 2 | i | 0 | -0.7 | 3
25 | COC(=O)C[C@@H]1CC[C@H](NC(=O)Nc2cccc(F)c2)[C@@H](CO)O1 | nt | 2 | -0.4 | nt | nt | 6 | i | nt | -0.2 | 9
26 | NC(CSC(c1ccccc1)(c1ccccc1)c1cccc2ccccc12)C(=O)O (centres undefined) | 42* | 0 | 2.5 | 2 | 3 | -18 | i | 69* | -0.2 | 0
27 | COc1cc(=O)[nH]c(SCc2c(F)c(F)c(F)c(F)c2F)n1 | -2 | 6 | 0.0 | 0 | 0 | -4 | i | 3 | -0.4 | 19

Screening data (PubChem)
